TrxR1 substrate: qHTS Assay for Substrates of Mammalian Selenoprotein Thioredoxin Reductase 1 (TrxR1): qHTS; Thioredoxin reductase 1, cytoplasmic (Rattus norvegicus), O89049; purified TrxR1 substrate turnover, NADPH consumption readout; Potency, µM (doses to about 114 µM), for inactives: at the highest dose activity change, negative = substrate turnover; 0.01% of 390,000 active; AID 588456, 2011; also: potency is read from the fitted curve at half-maximal effect; % is scaled to controls: 0 for no effect and ±100 for the full control effect; nearly all actives have a fitted effect of over 50% in size
Target sequence (O89049 whole entry, looked up): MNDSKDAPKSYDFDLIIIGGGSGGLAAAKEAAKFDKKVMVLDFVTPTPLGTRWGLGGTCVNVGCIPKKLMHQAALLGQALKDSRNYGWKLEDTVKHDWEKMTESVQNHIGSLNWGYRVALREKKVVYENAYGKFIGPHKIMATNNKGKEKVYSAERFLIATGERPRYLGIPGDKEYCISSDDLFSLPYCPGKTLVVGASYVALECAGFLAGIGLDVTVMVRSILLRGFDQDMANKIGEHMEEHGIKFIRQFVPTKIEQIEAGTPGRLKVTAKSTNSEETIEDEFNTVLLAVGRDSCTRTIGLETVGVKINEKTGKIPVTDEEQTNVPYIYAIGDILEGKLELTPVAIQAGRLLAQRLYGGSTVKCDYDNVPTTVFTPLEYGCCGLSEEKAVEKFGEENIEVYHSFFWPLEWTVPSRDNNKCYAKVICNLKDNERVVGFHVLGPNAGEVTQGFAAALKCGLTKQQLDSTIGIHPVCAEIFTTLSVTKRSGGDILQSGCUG
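Rat TrxR1, dispensed at 90 nM, was prereduced with 400 uM NADPH (final) for 5 min at ~22 deg C, then incubated with compound 15 min before 400 uM selenite. A first-read NADPH fluorescence drop versus no-compound background flagged substrates.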
HP1b chromo inh: HTS for Inhibitors of HP1-beta Chromodomain Interactions with Methylated Histone Tails | Chromobox protein homolog 1 (Homo sapiens), P83916 | AlphaScreen HP1-beta / biotin-H3K9me3 peptide binding | Potency, µM (series often up to 114 µM), for inactives: at the highest dose activity change, negative = inhibition, hits mostly inhibitors | 0.56% of 390,000 active | AID 540317, 2011; also: potency is read from the fitted curve at half-maximal effect; nearly all actives have a fitted effect of over 70% in size; inactives centre near 23
Target sequence (P83916 whole entry, looked up): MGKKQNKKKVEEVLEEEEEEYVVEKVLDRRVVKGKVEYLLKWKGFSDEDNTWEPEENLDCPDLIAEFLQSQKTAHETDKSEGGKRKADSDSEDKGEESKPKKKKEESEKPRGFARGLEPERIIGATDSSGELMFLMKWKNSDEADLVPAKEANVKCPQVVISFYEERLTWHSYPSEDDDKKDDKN
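Compound inhibition of the preformed complex between 50 nM HP1-beta and 50 nM biotinylated H3K9me3 peptide was read by AlphaScreen. Buffer was PBS pH 7.4 with 0.01% Tween-20. Incubations ran 30 min at room temperature, with 10 ug/mL donor/acceptor beads.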
Pin1 inh: qHTS Assay to Find Inhibitors of Pin1 | Peptidyl-prolyl cis-trans isomerase NIMA-interacting 1 (Homo sapiens), Q13526 | Potency, µM (highest dose often 115 µM), inactives show at the top dose activity, negative = inhibition, most hits filed as inhibitors | 0.009% of 390,000 active | Pin1 FP peptide displacement, HiFluor488, 10 min | AID 504891, 2011; active = well fitted inhibition curve with a large enough effect in the polarisation, with a control signal flat, not every such curve was filed as active; inconclusive = small, poorly fitted or top-dose-only effect, or effect the other way, or a change in a side signal; inactive = no such curve, though single readings can be large or run the other way; the % refers to the polarisation; also: potency is read from the fitted curve at half-maximal effect; % is scaled to controls: 0 for no effect and ±100 for the full control effect
Target sequence (Q13526 whole entry, looked up): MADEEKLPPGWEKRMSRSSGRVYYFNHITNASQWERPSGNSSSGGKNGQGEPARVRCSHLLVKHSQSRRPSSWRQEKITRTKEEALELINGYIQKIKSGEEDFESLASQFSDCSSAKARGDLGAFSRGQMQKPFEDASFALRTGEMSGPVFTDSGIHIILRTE
mIDH1 inhibitor: qHTS for Inhibitors of mutant isocitrate dehydrogenase 1 (IDH1): qHTS | 0.093% of 390,000 active | Isocitrate dehydrogenase [NADP] cytoplasmic (Homo sapiens), O75874 | Potency, µM (highest dose often 76.6 µM), for the others: at the top dose activity change, negative = inhibition, usual class: inhibitors | IDH1-R132H enzyme, NADPH consumption, diaphorase/resazurin fluorescence; also: potency is read from the fitted curve at half-maximal effect; % is scaled to controls: 0 for no effect and ±100 for the full control effect; nearly all actives have a fitted effect of over 65% in size
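IDH1-R132H (0.5 ug/mL dispensed) in pH 7.5 Tris buffer was preincubated 30 min with compound, then given a substrate mix of 0.016 mM NADPH and 2 mM alpha-KG for 80 min at room temperature; remaining NADPH was read by diaphorase/resazurin fluorescence.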
USP1 inh: Inhibitors of USP1/UAF1: Primary Screen; recombinant USP1/UAF1, Ub-Rhodamine cleavage fluorescence; Ubiquitin carboxyl-terminal hydrolase 1 (Homo sapiens), O94782; 0.23% of 390,000 active; Potency, µM (top dose mostly 57.1 µM), without a hit: at the top dose activity change, negative = inhibition, actives largely listed as inhibitors; AID 743255, 2014; also: potency is read from the fitted curve at half-maximal effect; % is scaled to controls: 0 for no effect and ±100 for the full control effect; nearly all actives have a fitted effect of over 60% in size; inactives centre near -12
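In this screen, compounds sit with the deubiquitinase complex (1nM) for 15 min at room temperature before Ub-Rho is added at 150nM final. Fluorescence rise is then followed for 6 reads every 60 seconds.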
GLS inh: qHTS for Inhibitors of Glutaminase (GLS). GLS enzymatic activity, qHTS titration. Glutaminase kidney isoform, mitochondrial (Homo sapiens), O94925. 0.21% of 410,000 active. Potency, µM (doses to about 45.5 µM), inactives show top-dose activity change, negative = inhibition, most hits filed as inhibitors. AID 624170, 2012; also: potency is read from the fitted curve at half-maximal effect; % is scaled to controls: 0 for no effect and ±100 for the full control effect
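hKGA in 45 mM KH2PO4 pH 8.2, 0.02% Tween-20 with pin-transferred compounds; 1 mM L-glutamine (stock) plus glutamate oxidase/HRP/Amplex Red coupling added. Fluorescence read initially and after 30 min at RT.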
PI4K2A block: qHTS for small molecular inhibitors of PI4K2A | Phosphatidylinositol 4-kinase type 2-alpha (Homo sapiens), Q9BTU6 | purified PI4K2A, ADP-Glo luminescence, 1 h; active compounds read low | activity change, negative = inhibition, % at 76.9 µM | 0.13% of 420,000 active; in the data active = activity change below about -50%; inconclusive = mostly about -30% to -49%;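 also: -100% = wells without enzyme as full effect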
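PI4K2A activity was measured by ADP-Glo luminescence: enzyme (4 ug/mL stock) and phosphatidylinositol (1.2 mM stock) in Tris pH 7.5/MgCl2/EGTA/Triton X-100 buffer were reacted with ATP (300 microM stock) for one hour at ambient temperature.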
rTrxR1 inhibitor: qHTS Assay for Inhibitors of Mammalian Selenoprotein Thioredoxin Reductase 1 (TrxR1): qHTS. Potency, µM (highest dose often 114 µM), for the others: top-dose activity change, negative = inhibition, hits mostly inhibitors. 1% of 390,000 active. AID 588453, 2011. recombinant rTrxR1, NADPH fluorescence consumption, selenite substrate; also: potency is read from the fitted curve at half-maximal effect; % is scaled to controls: 0 for no effect and ±100 for the full control effect; nearly all actives have a fitted effect of over 65% in size
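Rat TrxR1 (90 nM in the dispensed reagent) was pre-reduced with 400 uM NADPH for 5 min at room temperature, then incubated with compound for 15 min. After 400 uM selenite was added, NADPH fluorescence (Ex 340/Em 450 nm) was followed for 8 min.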
PGK inhibitor: qHTS Assay to Find Inhibitors of Phosphoglycerate Kinase. Phosphoglycerate kinase, glycosomal (Trypanosoma brucei brucei), P07378. PGK/GAPDH coupled, Kinase-Glo luminescence, 60 min. Potency, µM (top dose mostly 57.5 µM), for inactives: at the top dose activity change, negative = inhibition, hits mostly inhibitors. 0.043% of 380,000 active. AID 602233, 2012; also: potency is read from the fitted curve at half-maximal effect; % is scaled to controls: 0 for no effect and ±100 for the full control effect; nearly all actives have a fitted effect of over 60% in size
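Luminescent ATP detection (Kinase-Glo Plus) follows a 60-minute room-temperature incubation, with wells lacking PGK as controls. Buffer: 100 mM TEA (pH 7.6), 5 mM MgCl2, 0.01% Tween-20. Coupling enzyme GAPDH (100 nM final) supplies unstable 1,3-BPG in-well.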
* marks the source's active call; other numbers are inactive results; i = inactive; ? = inconclusive; / = no result given; [ ] = another dose, or the depositor's remark. Unless noted, calls follow the shape of the dose curve; as a rule, active = well fitted curve in the direction sought with a large enough effect; inconclusive = small, poorly fitted or top-dose-only effect, or another doubt; inactive = no such curve, though single readings can be large; an effect the other way counts as inactive or inconclusive.

Fields: USP1 inh	PI4K2A block	PGK inhibitor	Pin1 inh	HP1b chromo inh	mIDH1 inhibitor	TrxR1 substrate	rTrxR1 inhibitor	GLS inh
1) CCN(CC)CCn1c(SCC(=O)NCc2ccco2)nc2c(sc3ccccc32)c1=O
→ -19%	-1	-8%	-2%	21%	7%	8%[57.1 µM]	10%[57.1 µM]	-3%
2) CCSc1nnc(Cc2cc(=O)[nH]c(=O)[nH]2)n1-c1cccc(C)c1
→ -13%	0	-1%	-5%	52%[activator]	-7%	0%	4%	21%
3) O=C1CN(C(=O)c2ccc(S(=O)(=O)N3CCCC3)cc2)C(c2ccc(F)cc2)c2cc(F)ccc2N1 (configuration not stated)
→ ?	-2	8%	10%	14%	0%	7%[2.29 µM]	9%	1%
4) O=C(Cc1c[nH]c2ccccc12)N1CCN(c2ccccc2)CC1
→ -2%	0	-7%	2%	9%	6%	0%	30%	23%
5) COc1ccc(N2CC(C(=O)NCCCN3CCOCC3)CC2=O)cc1 (configuration not stated)
→ -10%	-5	-2%	5%	13%	5%	6%[57.1 µM]	-2%[57.1 µM]	-9%
6) Cc1nc2c(-c3ccccc3)c(C)nn2c(C)c1CCC(=O)Nc1ccccc1F
→ -27%	-1	-2%	8%	20%	?	12%	18%	3%
7) COc1ccccc1N1C(=O)C=C(Sc2nc(C)cc(C)n2)C1=O
→ 3%	4	-8%	-14%	8.9µM*	4%	11%[11.4 µM]	2.8µM*	7.9µM*
8) CC(C)CC[n+]1ccn(-c2nc3ccccc3nc2[N-]S(=O)(=O)c2ccc(Cl)cc2)c1
→ -11%	-2	-6%	-1%	10%	-9%	29%	4%[57.1 µM]	1%
9) Cc1ccccc1-c1coc2cc(O)ccc2c1=O
→ -17%	1	-6%	?	44%[activator]	5%	55%[activator][57.1 µM]	8%[57.1 µM]	-19%
10) CCOC(=O)C(NC(=O)c1ccc(OC)cc1)(N1CCCC1=O)C(F)(F)F (configuration not stated)
→ -17%	3	-9%	-2%	33%	-2%	0%	-3%	-6%
11) Cc1ccc(-c2noc(-c3ccc(NCc4ccco4)c([N+](=O)[O-])c3)n2)cc1
→ -21%	1	0%	-11%	49%[activator]	4%	-3%	1%	1%
12) O=C1CC(c2ccc(F)cc2)c2c(n3c(nc4ccccc43)[nH]c2=O)N1 (configuration not stated)
→ -11%	-3	-9%	-12%	40%[activator]	7%	4%	-3%	6%
13) Cc1csc2ncc(C(=O)NCCc3ccccc3)c(=O)n12
→ 4%	6	i	8%	36%[activator]	9%	100%[activator]	17%	2%
14) Cc1cc2c(=O)[nH]c(N)nc2[nH]1
→ -19%	3	-5%	/	/	-18%	/	/	10%
15) O=c1[nH]c(=O)n(Cc2ccco2)c2c1C(C(F)(F)F)(C(F)(F)F)N=C(CCc1ccccc1)N2
→ -14%	-1	-16%	3%	25%	-2%	28%	12%	-3%
16) COc1cc(Br)cc(/C=C/c2ccc3cccc(O)c3n2)c1OC
→ ?	6	-7%	-3%	45%[activator]	6%	-2%	8%	-11%
17) CN(C)CCCNc1nc(N)c([N+](=O)[O-])c(NCc2ccccc2)n1
→ -8%	-1	-5%	0%	11%	-9%	-12%	-5%	18%
18) COC(=O)c1cc2ccccc2c(-c2c(OC)c(C(=O)OC)cc3ccccc23)c1OC
→ -5%	1	-1%	?	47%[activator]	20%	39%[activator][57.1 µM]	80%[activator][57.1 µM]	3%
19) CCCN(C(=O)c1cc2c(s1)-c1ccccc1SC2)c1ccccc1F
→ ?	5	/	10%	125%[activator]	/	33%[activator]	55%[activator]	7%
20) CCOc1ccc(NC(=O)c2c(NCc3cccs3)sc3c2CCC(C)C3)cc1 (configuration not stated)
→ -5%	-6	-6%	-3%	26%	3%	-12%[57.1 µM]	-18%[57.1 µM]	-5%
21) COC(=O)CCC(=O)c1oc2ccc(Cl)cc2c1NC(=O)CCCN1C(=O)c2ccccc2C1=O
→ -7%	-1	0%	15%	16%	-2%	-6%	0%	-3%
22) COc1ccccc1N(CC(=O)N1CCN(Cc2ccccc2)CC1)S(=O)(=O)c1ccccc1
→ -25%	-9	-8%	/	/	-6%	/	/	8%
23) COc1cc(-c2nnc(COC(=O)c3ccc([N+](=O)[O-])o3)o2)cc(OC)c1OC
→ ?	-5	-7%	/	/	6%	/	/	1%
24) Cc1ccc(-n2nc3c(c2NC(=O)C2CCCC2)CS(=O)(=O)C3)cc1
→ -20%	2	-4%	-7%	61%[activator]	10%	-11%	-22%	-14%
25) Cc1ccc(-c2csc(NC(=O)CSc3nc4ccccc4[nH]3)n2)cc1
→ -17%	3	-1%	4%	31%	4%	-16%	-20%	-17%
26) O=C(COC(=O)CNS(=O)(=O)c1ccc(F)c(F)c1F)NCCc1ccccc1
→ -1%	-3	-4%	-7%	9%	6%	2%	8%	0%
27) CCOC(=O)c1c(C)oc2nc(C)nc(NCCCN3CCN(c4ccccc4)CC3)c12
→ 12%	3	-4%	30%	5%	12%	-3%	12%	3%
28) O=C(c1cccc(S(=O)(=O)Nc2ccc(F)cc2)c1)N1CCC1
→ -8%	1	-5%	-9%	30%	-6%	-8%	11%	14%
29) Cc1ccc(CN(Cc2cccnc2)C(=S)Nc2cc(Cl)ccc2C)cc1
→ -10%	-2	i	7%	12%	-9%	-10%	0%[57.1 µM]	-2%
30) Cc1cc(C)c2cc(CN(Cc3ccco3)C(=S)NCC3CCCO3)c(=O)[nH]c2c1 (configuration not stated)
→ -23%	5	i	15%	-7%	11%	0%	1%	-6%
31) CC(C)(C)c1ccc(/C=N/NC(=S)NCc2ccccc2)cc1
→ 3%	0	1%	7%	24%	-4%	0%[57.1 µM]	-8%[57.1 µM]	2%
32) CCc1nc(SCc2nnc(-c3ccc(C)cc3)o2)c2c(C)c(C)sc2n1
→ -4%	4	-1%	1%	33%	5%	9%	13%	-4%
33) O=[N+]([O-])c1cccc(Cl)c1N1CCOCC1
→ -8%	1	-4%	-5%	-12%	6%	-11%	-3%	7%
34) Nc1ccc(Sc2ccccc2)nc1
→ -10%	0	-8%	1%	1%	4%	12%	16%[57.1 µM]	0%
35) Cc1cc(NC(=O)Nc2cccc(C(F)(F)F)c2)no1
→ -3%	-1	-5%	0%	77%[activator]	5%	-2%	10%	-8%
36) CN(C(=O)c1ccc(NC(=O)Cc2cccc([N+](=O)[O-])c2)cc1)C1CCCC1
→ 5%	-2	2%	-4%	37%	-2%	-6%	1%	2%
37) COc1ccc(NS(=O)(=O)c2c(C(=O)N3CCCCCC3)c(C)n(C)c2C)cc1OC
→ -15%	-3	i	-6%	-12%	2%	0%	7%	-2%
38) CC(=O)NC(NC(=S)Nc1ccc(S(N)(=O)=O)cc1)C(Cl)(Cl)Cl (configuration not stated)
→ -3%	0	i	5%	38%	6%	-1%	-5%	19%
39) COc1ccc(CNC(=O)CSc2ncc3c(n2)-c2cc(Cl)ccc2N(Cc2ccccc2)S3(=O)=O)cc1OC
→ -8%	0	2%	16%	33%	0%	0%[57.1 µM]	6%[57.1 µM]	4%

Some of the compounds tested; rates above refer to the full screens.
